GRIN3A LBD mod: modulators (binders) of human NR3A ligand-binding domain; AID 1259313; Tm shift relative to glycine control, % at 25 µM; NR3A LBD differential scanning fluorimetry, Tm shift; 0% = protein alone, 100% = glycine-bound protein; 340,000 compounds, 2.5% hits;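 active = melting temperature shift of at least 10% of the positive control shift, at one fixed dose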
MPTP inh: inhibitors of mitochondrial permeability transition pore | isolated mouse mitochondria, Ca2+ swelling absorbance, 30 min | inhibition, % at 10 µM | 360,000 compounds, 1.4% hits;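 active = inhibition of 50% or more, scaled per plate between neutral and stimulator controls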;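 also: 0% = DMSO wells given calcium and 100% = 1 mM EGTA wells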
SENP7 inh: inhibitors of human SENP7 protease; recombinant SENP7, Z-RLRGG-aminoluciferin luminescence, 40 min; inhibition, % at 5 µM; 330,000 compounds, 1.5% hits;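 active = inhibition above about 50% at the single test dose, limit read from the data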;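 also: plate controls were DMSO with enzyme for no effect and no enzyme buffer wells for full effect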
ATG4B inhibitor: blocks human ATG4B protease cleavage of LC3 substrate | ATG4B cleavage of LC3-PLA2, NBD-HPC fluorescence, 1 h | inhibition, % at 8.33 µM | 340,000 compounds, 0.51% hits | AID 504462; in the data active = inhibition above about 40%
Target sequence (Q9Y4P1 whole entry, looked up): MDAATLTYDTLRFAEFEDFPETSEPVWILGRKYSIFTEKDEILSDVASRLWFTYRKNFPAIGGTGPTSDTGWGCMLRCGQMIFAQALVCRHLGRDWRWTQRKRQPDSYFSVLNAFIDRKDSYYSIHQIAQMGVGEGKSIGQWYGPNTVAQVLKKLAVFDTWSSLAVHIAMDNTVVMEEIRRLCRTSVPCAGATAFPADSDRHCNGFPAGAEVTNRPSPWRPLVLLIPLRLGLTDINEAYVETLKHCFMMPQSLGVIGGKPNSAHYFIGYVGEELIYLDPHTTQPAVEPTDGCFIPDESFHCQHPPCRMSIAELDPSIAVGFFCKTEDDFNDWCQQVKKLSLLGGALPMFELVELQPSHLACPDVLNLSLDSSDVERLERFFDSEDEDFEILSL
SENP6 block: blocks the human protease SENP6; Recombinant SENP6 catalytic domain, aminoluciferin luminescence; 330,000 compounds, 1.8% hits; inhibition, % at 10 µM;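 active = inhibition above about 50% at the single tested dose, limit read from the data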;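 also: plate controls were DMSO wells with enzyme for no effect and DMSO wells lacking enzyme for full effect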
Target sequence (Q9GZR1 628-1112 limits assumed): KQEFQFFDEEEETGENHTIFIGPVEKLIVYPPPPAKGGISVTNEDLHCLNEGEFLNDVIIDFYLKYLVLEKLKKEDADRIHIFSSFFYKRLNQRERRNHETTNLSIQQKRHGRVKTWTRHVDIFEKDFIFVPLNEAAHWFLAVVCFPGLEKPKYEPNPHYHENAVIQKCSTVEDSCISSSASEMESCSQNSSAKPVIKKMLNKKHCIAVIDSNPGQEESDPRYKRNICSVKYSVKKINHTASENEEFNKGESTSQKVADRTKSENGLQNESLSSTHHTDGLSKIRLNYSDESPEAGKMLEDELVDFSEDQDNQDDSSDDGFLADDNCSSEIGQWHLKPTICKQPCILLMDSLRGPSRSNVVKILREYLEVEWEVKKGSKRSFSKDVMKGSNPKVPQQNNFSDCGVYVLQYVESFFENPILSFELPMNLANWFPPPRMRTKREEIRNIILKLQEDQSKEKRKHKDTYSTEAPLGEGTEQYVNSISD
SENP8 inh: SENP8 (human) protease inhibition; Q96LD8; recombinant SENP8, Nedd8 substrate fluorescence; inhibition, % at 20 µM; 360,000 compounds, 0.64% hits; AID 602440; in the data active = inhibition mostly above about 40%, no sharp cut-off; inactive = mostly below about 27%
Target sequence (Q96LD8 whole entry, looked up): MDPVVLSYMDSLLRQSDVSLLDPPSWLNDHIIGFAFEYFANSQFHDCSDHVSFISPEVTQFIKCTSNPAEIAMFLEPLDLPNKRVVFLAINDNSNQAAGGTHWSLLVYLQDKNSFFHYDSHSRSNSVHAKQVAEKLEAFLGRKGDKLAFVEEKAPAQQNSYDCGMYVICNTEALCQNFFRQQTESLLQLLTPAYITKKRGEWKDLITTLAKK
HKDC1 inhibitor: blocks human hexokinase HKDC1 activity; AID 493160; 340,000 compounds, 0.16% hits; inhibition, % at 20 µM; Q2TB90; recombinant HKDC1, G6PDH/diaphorase resazurin coupled fluorescence;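 active = inhibition above about 35% when tested at 20 µM, limit read from the data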;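 also: plate controls were DMSO wells with enzyme for no effect and DMSO wells lacking enzyme for full effect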
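Assay system – recombinant HKDC1 (HK5) hexokinase enzyme, produced in-house · Input – HKDC1 at 5 µg/mL · Reagent – glucose plus 1 mM ATP as hexokinase substrates · Timing – 90 min reaction incubation at room temperature, dark · Measured by – G6PDH/diaphorase-coupled fluorescence, 1 mM NADP, 100 µM resazurin, 525/613 nm · Benchmarks – DMSO-enzyme wells negative, buffer-substituted wells positive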
PfGluPho inh: PfG6PD (Plasmodium falciparum) enzyme inhibition; PfGluPho enzyme, NADPH resazurin-diaphorase fluorescence; 350,000 compounds, 0.78% hits; AID 504690; inhibition, % at 20 µM;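 active = inhibition reaching at least a set limit at 20 µM in the primary screen, cut at about 59% in these data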;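 also: 0% = DMSO wells with substrate and 100% = DMSO wells lacking glucose-6-phosphate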
Starred values were filed as active, the others as inactive; / = not tested or not shown.

SMILES | GRIN3A LBD mod | MPTP inh | SENP7 inh | ATG4B inhibitor | SENP6 block | SENP8 inh | HKDC1 inhibitor | PfGluPho inh
Cc1cc(C)c(C(=O)NCC2CCCO2)c(C)c1C(=O)NCC1CCCO1 (centres undefined) | 1 | -0.4 | 4 | 0 | -8 | 13 | -6 | 5
Cc1ccc(C2=NC3(CCCC3)NC2=S)cc1 | 2 | 0.5 | 5 | 9 | -17 | 23 | -4 | 5
CC1(c2ccccc2)NC(=O)N(CC(=O)NCC2CCCO2)C1=O (centres undefined) | -1 | 3.0 | 0 | -11 | -13 | -2 | -6 | 8
CCOc1ccc(OC(=O)C(CCS(C)(=O)=O)N2C(=O)c3ccccc3C2=O)cc1 (centres undefined) | -2 | 1.5 | 5 | -5 | 11 | 13 | 1 | 2
CCNC(=O)N1CCNC(=O)C1CC(=O)OC (centres undefined) | 1 | 1.0 | -8 | -7 | -16 | 21 | -4 | -1
CCCCCCCNC(=O)C1(CC2CC(c3ccc(Cl)cc3)=NO2)CCN(C(=O)c2cc(OCC)c(OCC)c(OCC)c2)CC1 (centres undefined) | -7 | 0.5 | -2 | -10 | -16 | -3 | -16 | -28
CCn1c(O)c(/C=N/n2cnnc2)sc1=S | -1 | -0.4 | -7 | -2 | 44 | 6 | 4 | -6
CC1CCCN(C(c2cccs2)c2nnnn2Cc2ccccc2)C1 (centres undefined) | 1 | 0.8 | -7 | -1 | 7 | 9 | 7 | 9
O=C(COc1cnc2ccccc2n1)NCCC1=CCCCC1 | 0 | 0.3 | -2 | -7 | 7 | -62 | -1 | -3
COc1cccc(C(=O)c2c[nH]c(C(=O)NCc3cccs3)c2)c1 | 2 | 2.4 | -9 | -2 | -21 | 4 | -5 | -10
COc1ccc(CN(C)C(=O)C2CCN(S(=O)(=O)c3cccs3)CC2)cc1F | -3 | -2.0 | 8 | 3 | -4 | 8 | -4 | -3
O=C1COc2ccc(C(=O)COC(=O)c3ccc(S(=O)(=O)C(F)F)cc3)cc2N1 | -2 | -3.0 | -3 | -21 | 4 | -10 | -2 | 6
O=C(N/N=C/c1cccc(NC(=O)c2ccc(Cl)cc2)c1)c1ccc(O)cc1 | 29* | 0.9 | 6 | -2 | -20 | 8 | -2 | 3
COc1ccc(-c2nnn(CC(=O)N(Cc3ccccc3Cl)C(C(=O)NCC3CCCO3)c3ccco3)n2)cc1OC (centres undefined) | 3 | 0.9 | 5 | 11 | 0 | 14 | 7 | 2
CC12CCC(C(N)=O)(c3nc4ccccc4nc31)C2(C)C (centres undefined) | 2 | -0.1 | 2 | -11 | -9 | 15 | -7 | 5
CC(OC(=O)Cn1[nH]c(=O)c2ccccc2c1=O)C(=O)c1ccccc1 (centres undefined) | 1 | 0.1 | -13 | 0 | 3 | -2 | 0 | 2
Cc1ccc(-n2c3c(c(=O)[nH]c2=O)C(NS(=O)(=O)c2ccc(Cl)cc2)(C(F)(F)F)C(=O)N3)cc1 (centres undefined) | -3 | 0.1 | -3 | 5 | -11 | 1 | -10 | 1
COc1cccc(C2Cc3ccccc3C(=O)O2)c1 (centres undefined) | 0 | 0.7 | -2 | 26 | -4 | 14 | -7 | 3
Cc1cc(C(=O)O)cc(S(=O)(=O)N2CCOCC2)c1C | -1 | 1.2 | -2 | -7 | -13 | 14 | 2 | 0
COc1ccc(-c2csc3ncnc(Sc4nnnn4C)c23)cc1 | 0 | 0.5 | 2 | -4 | -11 | -1 | 4 | -18
CSCCC(NS(=O)(=O)c1ccc(C)cc1)C(=O)NC1CCCCCC1 (centres undefined) | -2 | -0.4 | 6 | 3 | -12 | 3 | 3 | -5
CCCCCCCC(=O)Nc1cc(C(=O)NCCC)ccc1N1CCC2(CC1)CC(c1cccc(Br)c1)=NO2 | 0 | 0.3 | -4 | 2 | -1 | 6 | -1 | -17
Cc1ccc(C(=O)N2CCN(c3ccccn3)CC2)cc1Cl | -1 | 0.4 | -7 | -3 | -28 | 16 | 2 | -9
O=c1c2ccccc2c(C=NCc2ccccn2)c(O)n1-c1ccccc1Cl | -2 | 2.2 | 9 | -1 | 7 | 4 | -1 | 6
Cc1nc(SCC(=O)O)c(C#N)c2c1CCCC2 | 1 | -0.2 | 0 | 2 | -24 | 11 | 11 | 6
O=C(CCN1C(=O)/C(=C\c2ccccc2)SC1=S)N1CCCCC1 | -4 | 1.1 | -2 | 3 | -17 | 20 | 6 | -6
COC(=O)CNC(=O)COC(=O)c1cc(Cl)cc(Cl)c1N | 0 | 0.3 | 1 | -5 | 11 | -348 | 7 | 6
COc1cc(C(=O)Nc2ccc3c(c2)OCCO3)ccc1-n1cnnn1 | -1 | 1.3 | 0 | -3 | -6 | 31 | -5 | -1
COc1ccc(NS(=O)(=O)c2ccc(C)c(C(=O)NCCCN3CCCC3=O)c2)cc1 | 1 | 0.1 | -3 | -7 | -23 | 11 | -4 | -5
CCNc1nc(NC(C)(C)C)nc(N(CC)n2cnnc2)n1 | 1 | -0.5 | 1 | -1 | -5 | 8 | -4 | -7
CCOC(=O)C1=C(CSCc2ccccc2)NC(=O)NC1c1cc(C)ccc1C (centres undefined) | 0 | -1.5 | 1 | 11 | 4 | -24 | 15 | 9
CC1CCN(S(=O)(=O)c2ccc(S(=O)(=O)NCC(=O)C(C)(C)C)cc2)CC1 | -3 | -1.1 | -16 | -3 | -13 | 9 | -1 | -15
COC(=O)c1ccc(NC(=O)c2cccc(Cl)c2)o1 | 1 | 4.5 | 2 | -8 | 2 | 2 | 1 | -1
COc1ccc(C2CC(c3ccccc3Cl)=NN2c2ccc(S(N)(=O)=O)cc2)cc1 (centres undefined) | 11* | -1.1 | 7 | 2 | / | -376 | -3 | 17
COc1ccc(NC(=O)c2ccc3c(c2)NC(=O)CS3)cc1 | 2 | -0.6 | 3 | -7 | -5 | 19 | 2 | 38
CCOc1nc2ccccc2nc1C | 4 | -0.3 | -2 | -11 | 3 | 18 | 2 | -6
Nc1nc(-c2ccco2)nn1C(=O)c1cccnc1 | -1 | 0.0 | 1 | 0 | -25 | 9 | 0 | 9
COc1ccc(C(=O)N2CCC(n3nccc3NC(=O)C3CCOC3)CC2)cc1 (centres undefined) | 3 | 0.9 | 3 | -1 | -9 | 7 | -6 | -5
O=C(CCCOc1ccccc1)Nc1ncccn1 | 0 | 0.0 | -11 | -9 | -7 | 4 | -4 | -8
Cc1noc(C)c1COc1ccc(C(=O)N2CCC(C(N)=O)CC2)cc1 | 1 | -2.9 | 0 | -26 | 0 | 11 | 1 | 3

Results in GRIN3A LBD mod, ATG4B inhibitor and SENP6 block (three entries from above):
SMILES	GRIN3A LBD mod	ATG4B inhibitor	SENP6 block
CCNC(=O)N1CCNC(=O)C1CC(=O)OC (centres undefined)	1	-7	-16
CCCCCCCNC(=O)C1(CC2CC(c3ccc(Cl)cc3)=NO2)CCN(C(=O)c2cc(OCC)c(OCC)c(OCC)c2)CC1 (centres undefined)	-7	-10	-16
CCn1c(O)c(/C=N/n2cnnc2)sc1=S	-1	-2	44

Following part.
SMILES | GRIN3A LBD mod | MPTP inh | SENP7 inh | ATG4B inhibitor | SENP6 block | SENP8 inh | HKDC1 inhibitor | PfGluPho inh
Cc1nc2c(C)cccn2c1/C(O)=C1\C(=O)C(=O)N(CCN(C)C)C1c1cccs1 (centres undefined) | -2 | -0.1 | / | 4 | / | 13 | -5 | 2
Cc1cccc(-c2nnc(SCC(=O)Nc3cc(C)on3)n2C)c1 | 1 | -1.0 | 4 | -12 | 0 | 18 | -2 | -8
CCN(CC)S(=O)(=O)c1ccc(N2CCOCC2)c(NC(=O)CC23CC4CC(CC(Br)(C4)C2)C3)c1 | 1 | -0.1 | 3 | 12 | -16 | 9 | -2 | 9
COC(CNC(=O)C(=O)NCC1CCCN1S(=O)(=O)c1cccs1)OC (centres undefined) | 2 | -0.9 | -8 | -2 | -12 | 2 | -3 | -7
Cc1cc(N2CCCC2)nc(SCC(=O)c2ccccc2)n1 | 2 | -0.2 | -5 | 1 | -24 | 20 | -7 | -9
O=C(CN1CCN(CC(=O)Nc2ccc(OCc3ccccc3)cc2)CC1)Nc1ccc(F)cc1 | -4 | 13 | 5 | -7 | 15 | 6 | 0 | 4
OC(CNC1CCCC1)COCCOc1ccc(Br)cc1 (centres undefined) | 0 | 1.9 | -4 | -9 | -6 | 14 | -9 | -2
Cc1ccc(NC(=O)CS(=O)c2ccccc2N)c(C)c1 (centres undefined) | 1 | 0.4 | -2 | 1 | 7 | 6 | -2 | 10
C#CCCOC(=O)N1C2=NC(C(=O)OC)=C(C(=O)OC)[C@@H]3N(Cc4ccccc4)c4ccccc4[C@]23C[C@H]1C(=O)OC | 6 | 1.8 | 3 | -7 | -8 | -19 | -1 | 19
O=C1c2ccccc2C(=O)N1c1ccc(S(=O)(=O)N2CCCCC2)cc1 | -1 | -0.6 | -9 | -1 | -15 | 7 | 4 | -2
N#CC1=C(N)Nc2ncnn2C1c1ccc([N+](=O)[O-])cc1 (centres undefined) | -3 | 3.6 | -5 | -5 | -5 | 21 | -3 | 21
O=C(Cc1ccccc1F)Nc1ccc(S(=O)(=O)N2CCCC2)cc1 | 0 | -0.3 | -12 | -10 | -11 | 12 | 0 | 1
C=CCN(c1ccccc1)S(=O)(=O)c1ccc2c(c1)oc(=O)n2C | 9 | 0.7 | -5 | -6 | -10 | 4 | 2 | -17
Fc1ccc(CSc2nncn2NC/C=C/c2ccccc2)cc1 | 0 | -2.0 | 3 | 0 | -6 | 16 | -5 | -2
O=C(Nc1ccc(O)c2c(=O)cc(-c3cccc(Cl)c3)oc12)c1cccc(Cl)c1 | -5 | 2.9 | 5 | 3 | -5 | 16 | -4 | -18
CS(=O)(=O)N(CC(=O)N1CCOCC1)c1cc(Cl)ccc1Cl | 3 | -1.4 | 11 | -6 | 3 | 21 | -11 | -5
COc1ccc(C2c3c(oc4ccccc4c3=O)C(=O)N2c2ccc(C)cn2)cc1OC (centres undefined) | 0 | -3.1 | -7 | 4 | 7 | 4 | 7 | 18
O=C(CSc1nnc(-c2c[nH]c3ccccc23)o1)c1ccc(-c2ccccc2)cc1 | 24* | 1.8 | -2 | 15 | -5 | 23 | -12 | -15
CC(C)(C)NC(=O)C(c1ccncc1)N(C(=O)c1csnn1)C1CC1 (centres undefined) | -2 | -1.6 | 13 | -3 | 20 | 28 | -2 | -5
COc1ccccc1N1CCN(C(c2cc3ccc(C)cc3[nH]c2=O)c2nnnn2C2CCCC2)CC1 (centres undefined) | -1 | -2.4 | -1 | -5 | 16 | -10 | 3 | 28
CCSc1nnc(N(CCC#N)CCC#N)s1 | -1 | -1.4 | -2 | -2 | 4 | 34 | -2 | -11
Cc1ccccc1NC(=O)Cn1cc(C(=O)C2CC2)c2ccccc21 | -2 | -0.1 | -3 | 1 | -12 | 8 | -4 | -9
CC(C)C(NC(=O)c1cccc(S(=O)(=O)N2CCOCC2)c1)C(=O)NCc1ccc(Cl)cc1 (centres undefined) | 2 | -1.1 | 8 | -6 | -10 | 10 | 2 | -12
O=C(Cc1cccc(NC(=O)C2CCN(C(=O)C3CCCC3)CC2)c1)Nc1cccc(C(=O)N2CCOCC2)c1 | 0 | 0.3 | / | 1 | / | 18 | -2 | -3
Cc1cc(NC(=O)C(C)SCC(=O)OCc2c(Cl)cccc2Cl)no1 (centres undefined) | 1 | -1.1 | 0 | 2 | 6 | 9 | -4 | -4

GRIN3A LBD mod, entries above that show a hit
Structure	GRIN3A LBD mod	MPTP inh	SENP7 inh	ATG4B inhibitor	SENP6 block	HKDC1 inhibitor	PfGluPho inh
O=C(N/N=C/c1cccc(NC(=O)c2ccc(Cl)cc2)c1)c1ccc(O)cc1	29*	0.9	6	-2	-20	-2	3
COc1ccc(C2CC(c3ccccc3Cl)=NN2c2ccc(S(N)(=O)=O)cc2)cc1 (centres undefined)	11*	-1.1	7	2	/	-3	17
O=C(CSc1nnc(-c2c[nH]c3ccccc23)o1)c1ccc(-c2ccccc2)cc1	24*	1.8	-2	15	-5	-12	-15

From PubChem BioAssay

This is a random part of the collection; overall some 6.9% were active at least once.
